ARFGAP1 inh: rat ARFGAP1 inhibition; Q62848; Arfgap1-stimulated ARF1 GTP hydrolysis, GDP FP detection; inhibition, % at 16.5 µM; 360,000 tested, 0.26% active; AID 651572;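 active = inhibition above a per-plate limit, mean inhibition of low control wells plus 3 SD, cut at about 25% in these data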;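 note: 0% = DMSO wells with enzyme and 100% = wells lacking Arfgap1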
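Repeats: one replicate per compound; assay system: rat Arfgap1 catalytic domain, aa 1-136; times: enzyme reaction 120 min at 25 °C after 20 min preincubation; detection: FP of antibody-bound GDP Alexa 633 tracer, ex 620/em 688 nm; benchmarks: high control wells lacking Arfgap1, low control full reaction with DMSO; reagent: human ARF1(Δ1-17)-GTP substrate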
ADAM17 inh: inhibitors of human ADAM17; AID 720648; inhibition, % at 6.95 µM; recombinant ADAM17, EDANS/DABCYL FRET peptide cleavage; 370,000 tested, 0.83% active;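 active = inhibition above the mean of compounds lying between control limits plus 3 SD, set per campaign, cut at about 8.5% in these data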;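 note: 0% = DMSO-only wells as the low control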
UHRF1 binding: UHRF1 methyl-DNA binding inhibition; Q96T88; UHRF1 binding to methylated oligo, TR-FRET; inhibition, % at 4.4 µM; 370,000 tested, 0.75% active; AID 687016; in the data active = inhibition above about 21%;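 note: UHRF1 SRA domain binding a hemimethylated CpG hairpin DNA probe; 0% = median of test compound wells and 100% = reference inhibitor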
PLC-gamma1 inh: PLC-gamma1 (human) inhibition, primary screen; inhibition, % at 12.2 µM; 370,000 tested, 0.84% active; purified PLC-gamma1, fluorogenic substrate, fluorescence; in the data active = inhibition above about 9.5%
Target sequence (P19174 whole entry, looked up): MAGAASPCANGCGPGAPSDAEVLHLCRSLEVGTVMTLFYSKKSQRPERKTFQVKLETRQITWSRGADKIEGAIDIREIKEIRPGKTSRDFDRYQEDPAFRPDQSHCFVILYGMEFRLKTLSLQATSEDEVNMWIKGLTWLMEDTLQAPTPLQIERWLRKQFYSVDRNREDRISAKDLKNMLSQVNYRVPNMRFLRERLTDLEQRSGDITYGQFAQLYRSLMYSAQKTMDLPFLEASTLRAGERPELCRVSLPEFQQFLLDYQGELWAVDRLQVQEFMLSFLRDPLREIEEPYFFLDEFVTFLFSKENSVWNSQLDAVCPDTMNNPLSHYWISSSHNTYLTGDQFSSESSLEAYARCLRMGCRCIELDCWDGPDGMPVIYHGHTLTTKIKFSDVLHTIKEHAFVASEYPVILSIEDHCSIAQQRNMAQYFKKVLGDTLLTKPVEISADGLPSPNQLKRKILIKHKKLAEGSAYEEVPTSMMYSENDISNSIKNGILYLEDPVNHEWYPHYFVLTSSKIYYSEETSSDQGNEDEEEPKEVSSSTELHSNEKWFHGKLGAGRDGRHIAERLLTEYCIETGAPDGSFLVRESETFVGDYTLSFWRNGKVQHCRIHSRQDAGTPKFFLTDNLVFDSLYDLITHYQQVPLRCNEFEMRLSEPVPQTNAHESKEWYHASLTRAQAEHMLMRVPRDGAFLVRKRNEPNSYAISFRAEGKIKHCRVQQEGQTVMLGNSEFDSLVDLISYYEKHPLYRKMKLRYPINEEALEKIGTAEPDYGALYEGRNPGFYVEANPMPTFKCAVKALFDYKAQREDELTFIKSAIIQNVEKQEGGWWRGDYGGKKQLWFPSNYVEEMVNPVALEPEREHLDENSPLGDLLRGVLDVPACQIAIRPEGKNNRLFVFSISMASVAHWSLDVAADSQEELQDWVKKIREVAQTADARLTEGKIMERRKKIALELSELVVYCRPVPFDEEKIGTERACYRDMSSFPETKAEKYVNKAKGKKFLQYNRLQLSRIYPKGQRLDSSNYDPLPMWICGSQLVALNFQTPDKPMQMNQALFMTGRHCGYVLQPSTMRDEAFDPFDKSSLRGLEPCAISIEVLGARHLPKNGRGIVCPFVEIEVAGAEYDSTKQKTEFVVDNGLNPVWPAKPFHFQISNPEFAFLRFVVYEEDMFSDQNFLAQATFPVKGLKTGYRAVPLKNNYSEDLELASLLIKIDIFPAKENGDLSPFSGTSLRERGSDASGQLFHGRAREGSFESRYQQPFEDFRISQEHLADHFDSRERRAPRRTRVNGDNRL
KLK7 zymogen act: activators of human kallikrein-7 zymogen; P49862; purified proKLK7, EDANS-DABCYL substrate fluorescence; 100% is mature enzyme control, 0% vehicle; activation, % at 7 µM; 370,000 tested, 0.9% active; AID 652039;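 active = activation above the mean of all tested compounds plus 3 SD, computed per campaign excluding outliers beyond control limits, cut at about 13% in these data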
Tn7 DDE FP: disrupts Tn7 cyclic peptide binding to fibrin D-Dimer-E complex. 370,000 tested, 0.13% active. P02675. inhibition, % at 8.3 µM. AID 720508. FP displacement of FITC-Tn7 peptide from fibrin DD(E); 0% = median of compound wells per plate;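 active = inhibition above the mean of compounds falling within the control limits plus 3 SD of them, cut at about 14% in these data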;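 note: 0% = plate median of compound wells and 100% = 10 µM Aha-Tn7 peptide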
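Assay system: human fibrin DD(E) protein / Input: 2 µM fibrin DD(E) / Benchmarks: high control of 10 µM Aha-Tn7 peptide / Measured by: fluorescence polarization of the labelled Tn7 tracer / Medium: Tris buffer with calcium and detergent, pH 7.8 / Timing: 10 min compound pre-incubation, 3 h probe incubation at room temperature / Repeats: one replicate per compound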
DDE Tn6 FP inh: disrupts Tn6 cyclic peptide binding to fibrin D-Dimer-E complex; P02675; Fibrin DD(E) TRITC-Tn6 fluorescence polarization displacement; inhibition, % at 8.3 µM; 370,000 tested, 0.21% active;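 active = inhibition above a per-campaign cutoff: mean of compounds within control limits plus 3 SD, cut at about 15% in these data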;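 note: 0% = median of all compound wells on the plate and 100% = blocking peptide control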
MBD2 DNA inh: blocks human MBD2 binding to methylated DNA. TR-FRET, MBD2 binding to methylated oligonucleotide. inhibition, % at 4.4 µM. 370,000 tested, 0.31% active; in the data active = inhibition above about 13%
PLCb3 inh: blocks human PLC-beta3 enzyme activity | Q01970 | Purified PLC-beta3, fluorogenic substrate, fluorescence | inhibition, % at 12.2 µM | 370,000 tested, 0.18% active | AID 720704; in the data active = inhibition above about 11%;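 note: 0% = median of compound wells on plate and 100% = full blocker control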
ASAP1 GAP inh: ASAP1 ArfGAP inhibition. inhibition, % at 16.5 µM. Q9ULH1. 360,000 tested, 0.19% active. ASAP1-stimulated ARF1 GTP hydrolysis, GDP FP detection. AID 624377; in the data active = inhibition above about 25%;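 note: 0% = vehicle with enzyme and substrate and 100% = no enzyme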
* = called active by the depositor. The order is random; any-hit rate near 4.1%.

SMILES	ARFGAP1 inh	ADAM17 inh	UHRF1 binding	PLC-gamma1 inh	KLK7 zymogen act	Tn7 DDE FP	DDE Tn6 FP inh	MBD2 DNA inh	PLCb3 inh	ASAP1 GAP inh
CCn1c(SCC(=O)NCC2CCCO2)nc2ccccc21 (configuration not stated)	1.0	-2.9	-1.0	-3.6	-0.6	10.7	-0.5	0.7	-0.2	2.0
O=C(c1ccc2ncsc2c1)N1CCN(c2cccc(C(F)(F)F)c2)CC1	4.7	-3.3	-1.5	0.1	0.4	-1.3	-1.5	-0.9	-8.2	-0.6
CN1/C(=C\C=O)C(C)(C)c2ccccc21	-7.8	-5.7	0.2	-6.6	1.1	3.9	-2.1	-0.7	-14.6	-4.7
CC(C)(C)c1cc(CCC(=O)NNC(=O)c2ccncc2)cc(C(C)(C)C)c1O	4.2	-3.1	-0.8	3.2	0.2	2.4	1.4	0.3	-5.5	3.9
Cc1ccc(S(=O)(=O)NCCC(=O)NCC(c2cccs2)N2CCOCC2)cc1 (configuration not stated)	-3.0	-2.6	-3.1	1.5	0.5	6.7	4.0	-1.8	-6.6	-14.1
CCCCS(=O)(=O)N1CCCC(C(=O)Oc2ccccc2)C1 (configuration not stated)	-9.0	-1.9	0.1	-2.1	-0.9	-4.0	5.0	0.1	-4.9	1.5
C=CCNc1nc(C(=O)OCC(=O)N(Cc2ccccc2)C(C)C)cs1	7.4	-6.3	-2.8	0.3	-0.2	6.6	2.2	5.4	-5.7	-12.9
CCOc1ccc(S(=O)(=O)N(C)c2ccc(OCC(=O)Nc3nc4ccccc4s3)cc2)cc1	-5.1	1.7	-1.4	-0.2	0.3	1.9	7.1	-3.5	2.0	0.6
O=C(COC(=O)c1cccnc1Nc1ccccc1F)NC1CC1	5.6	0.7	1.8	-5.1	0.1	1.4	-5.8	-1.5	-3.6	-2.1
Cc1ccc(NC(=O)c2c(C)nn(-c3ccccc3)c2Cl)cc1	-0.7	3.0	0.7	5.7	0.2	-2.3	4.1	-5.4	3.1	1.4
C[C@@H]1CC2=C(C(=O)OC(C)(C)O2)[C@@H](C2CC2)O1	-9.2	-1.6	4.0	-1.9	0.3	1.5	2.5	-3.3	-1.5	5.6
c1ccc(Oc2cc(-n3cncn3)ncn2)cc1	-6.4	2.3	2.6	4.3	-0.3	-5.6	9.6	0.5	3.6	-5.8
CCCc1nc2ccccc2c(=O)n1N	-0.6	-3.8	-3.3	1.0	0.3	-3.4	-2.7	2.0	3.0	6.7
O=C(CN1C(=O)NC2(CCCC2)C1=O)Nc1nc2ccccc2[nH]1	-7.9	-8.9	2.1	0.9	-0.1	6.9	9.9	1.9	-7.5	7.9
CCN(C(=O)CSc1nccc(=O)[nH]1)c1cccc2ccccc12	3.4	-9.0	3.5	6.8	-0.6	-1.6	4.5	2.7	-2.2	7.5
O=C1NC(=S)SC1=C1CCCCCC1	4.3	2.3	1.9	1.6	0.2	2.0	-1.5	-2.2	0.4	3.5
Cc1ccc(N(CCCCN2C(=O)c3ccccc3C2=O)C(=O)c2cccc([N+](=O)[O-])c2)cc1	5.8	-0.3	-1.9	2.9	0.2	1.2	-1.6	7.7	-0.1	3.1
O=C(CSCc1c(Cl)cccc1Cl)Nc1ccccc1-c1ccccc1	-1.6	2.6	6.0	2.6	-0.1	2.3	-5.1	-1.6	4.3	-13.1
CC(C)(C)NC(=S)NNC(=O)[C@H]1C[C@@H]1c1ccccc1	4.5	-1.0	-0.3	-0.6	-0.2	3.3	0.8	4.5	-7.2	2.7
CCN(CC)CCNC(=O)c1ccc2c(c1)NC(=O)c1ccccc1S2	0.2	-3.8	-1.1	0.8	-0.1	0.3	7.3	-5.7	3.4	6.3
NC(=O)c1cccc(-c2ccnc3c2CC(C(=O)NCCc2ccccc2)O3)c1 (configuration not stated)	-8.9	2.1	-1.6	8.8	-0.3	-7.4	3.0	1.7	3.4	1.5
CN1C(=O)[C@H]2[C@@H](C3CC3)N3C(=O)CN(CC4CC4)C(=O)[C@@]3(C)[C@H]2C1=O	-6.0	-4.4	-2.5	-0.7	0.2	-7.8	1.1	0.3	-1.4	4.0
O=C1CS/C(=N/N=C/c2ccncc2)N1	5.0	-0.3	3.6	2.9	0.3	-7.9	2.7	-5.5	3.9	-0.5
O=C(CN1CCCN(S(=O)(=O)c2ccc(F)cc2)CC1)Nc1cccc(F)c1	7.1	-1.2	0.9	-2.1	-0.3	-7.6	-5.2	1.5	3.4	-3.7
CC1=C(C)CC(C(=O)Nc2cccc([N+](=O)[O-])c2)C(C(=O)O)C1 (configuration not stated)	17.8	-2.0	2.5	-12.8	-0.4	-2.7	1.9	1.1	-14.3	3.2

A few values from the entries so far.
UHRF1 binding result of `O=C(CSCc1c(Cl)cccc1Cl)Nc1ccccc1-c1ccccc1` reads 6.0
ADAM17 inh result of `Cc1ccc(NC(=O)c2c(C)nn(-c3ccccc3)c2Cl)cc1` reads 3.0
ASAP1 GAP inh result of `CN1/C(=C\C=O)C(C)(C)c2ccccc21` reads -4.7

(further entries)
SMILES	ARFGAP1 inh	ADAM17 inh	UHRF1 binding	PLC-gamma1 inh	KLK7 zymogen act	Tn7 DDE FP	DDE Tn6 FP inh	MBD2 DNA inh	PLCb3 inh	ASAP1 GAP inh
COc1cc(OC)c(OC)cc1/C=N/NC(=O)c1cc(-c2cccn2C)n[nH]1	-2.6	-19.9	-1.9	-142.6	2.3	-1.9	-1.4	5.6	-175.5	14.3
CN(CC(=O)Nc1ccc(Cl)c(C(F)(F)F)c1)C(=O)CNC(=O)C1CCCCC1	-11.9	-0.5	6.4	-0.4	-0.2	-2.0	3.0	0.9	-3.0	2.1
O=S1(=O)[C@H]2C[C@@H]3C=C[C@@]2(CN1Cc1ccc(F)cc1)O3	-3.5	-5.7	4.0	2.5	0.5	-0.4	0.5	8.4	2.2	6.0
COc1ccc(S(=O)(=O)NCc2ccccn2)cc1NC(=O)c1ccc(Cl)cc1	8.6	-0.4	-0.2	0.4	-0.1	-4.4	-2.2	-0.1	-0.8	3.9
Cc1noc(C)c1COc1cccc(C(=O)OC(C)C#N)c1 (configuration not stated)	1.3	-1.6	-1.8	-2.8	-0.3	-0.6	-2.1	-2.4	-2.1	-5.5
Cc1c(NC(=O)c2cn3ccccc3n2)cccc1-n1cnnn1	7.6	-4.2	3.7	-2.2	-0.2	-5.8	4.4	-0.7	-11.1	-7.8
Cc1cc(=O)[nH]c(SCC(=O)N2CCCCCC2)n1	0.1	-1.5	-0.8	2.9	1.0	5.0	-2.6	1.1	3.5	-12.3
CCCCn1c(=O)nc2n(-c3ccc(Cl)cc3)c3ccccc3cc-2c1=O	4.5	-52.3	1.9	-40.6	0.1	-2.8	-6.3	5.0	-54.7	-6.0
CCCCC(C(=O)NC(C)(C)C)N(Cc1ccccc1)C(=O)c1snc(C(N)=O)c1N (configuration not stated)	2.6	-23.7	-0.5	-45.5	0.3	3.4	6.3	-1.3	-56.6	-9.4
O=C(Nc1ccccc1-c1ccccc1)c1cc(C(F)(F)F)cc(C(F)(F)F)c1	18.9	0.1	2.2	2.5	0.2	0.5	-0.1	-1.0	3.8	-5.5
CN1CCc2cc(O)c(O)cc2C(c2ccccc2)C1 (configuration not stated)	2.0	-5.4	2.9	0.3	3.3	-1.6	8.2	-3.6	-0.5	-17.4
Cc1nc2sc(C(c3ccccc3)N3CCC(O)CC3)c(O)n2n1 (configuration not stated)	-3.4	1.9	2.1	6.1	0.0	-3.6	3.8	-5.1	6.8	6.6
CCCOC(=O)c1c(-c2ccc(C)cc2C)csc1NC(=O)C1C2CCC(O2)C1C(=O)O (configuration not stated)	-8.6	-6.2	-0.4	-3.9	0.1	0.1	1.9	0.9	-1.0	10.8
CCCCCCCCCCCCN1[C@@H](CC(=O)O)c2cc(F)ccc2S1(=O)=O	-5.1	0.3	1.5	-6.2	0.7	-2.5	-0.5	4.0	-5.1	-1.7
CCS(=O)(=O)c1ccc(Sc2nncn2C)c([N+](=O)[O-])c1	5.5	-3.5	-2.1	0.8	0.1	2.0	5.8	-1.1	-6.1	6.5
CCn1c(SCC(=O)Nc2cc(F)ccc2C)nnc1-c1ccccc1O	-6.2	-5.2	-2.3	-0.9	0.0	-7.2	3.1	-2.6	-0.3	-5.5
O=C(NNS(=O)(=O)c1ccc(F)c(Cl)c1)c1cccc(S(=O)(=O)N2CCOCC2)c1	-0.9	-0.8	-0.9	1.2	0.3	-8.8	-3.0	-1.1	1.9	9.9
O=C(CC12CC3CC(CC(C3)C1)C2)NC(Cc1ccccc1)C(=O)O (configuration not stated)	-2.1	-1.2	0.2	0.3	-0.5	1.3	4.7	-0.4	-1.9	3.1
COc1ccc(NC(=O)CCNC(=O)C2CCN(S(=O)(=O)c3ccccc3)CC2)cc1OC	-2.7	-5.3	-0.6	-1.0	-0.2	6.0	-0.1	4.6	-0.5	-2.0
Cc1ccc(S(=O)(=O)N2CCN(c3ncnc4c3cnn4-c3ccccc3)CC2)cc1	4.2	-1.3	4.3	0.1	-0.3	3.7	4.7	-4.2	-0.4	-16.4
CCCOc1ccccc1NC(=O)c1c(-c2ccccc2)noc1C	-6.0	3.4	-1.6	0.9	0.2	-0.6	2.6	-5.9	1.4	-0.8
O=C(Cc1ccc(NC(=O)C2CCN(C(=O)C3CCC3)CC2)cc1)Nc1cccc(C(=O)N2CCCC2)c1	2.4	3.5	0.8	-0.2	0.8	4.2	1.8	-1.8	1.9	-1.3
CCOc1ccc(C2C(C#N)=C(N)Oc3cc(C)[nH]c(=O)c32)cc1OC (configuration not stated)	8.1	-3.9	2.5	-2.1	-0.1	0.1	5.1	2.8	-9.3	5.8
CCCCSc1nnc([C@H](CC(C)C)NC(=O)OC(C)(C)C)o1	6.7	-0.2	-0.3	1.1	0.1	2.7	2.9	-4.2	6.5	8.9
COc1cc(NC(C)CCCNC(C)C)c2ncccc2c1OC (configuration not stated)	6.5	-6.7	-0.5	-18.9	7.1	-4.8	-5.8	-6.5	-23.2	-3.4
COc1ccc(-c2[nH]ncc2CN2CCC(N3CCSCC3)CC2)cc1F	4.1	-1.8	-2.1	-1.9	-0.1	1.6	-2.9	1.9	3.7	3.6
Nc1nc(=O)n(C2CC(O)C(CO)O2)cc1Cl (configuration not stated)	-4.1	-2.0	3.8	1.3	-0.7	-4.3	2.2	4.3	1.5	-3.1
COc1ccc([N+](=O)[O-])cc1NC(=O)COC(=O)C1CC1	8.5	-1.6	1.3	0.6	0.2	4.1	-3.0	-2.4	-5.8	-20.1
CN(C)c1ccnc(-n2cccc2/C=N/OCc2cccc(F)c2)c1C#N	-0.6	0.3	-0.9	-3.8	-0.4	0.1	6.8	-3.6	-4.5	-0.5

In another format: results already given
SMILES | ARFGAP1 inh | ADAM17 inh | UHRF1 binding | PLC-gamma1 inh | KLK7 zymogen act | Tn7 DDE FP | DDE Tn6 FP inh | MBD2 DNA inh | PLCb3 inh | ASAP1 GAP inh
CN1CCc2cc(O)c(O)cc2C(c2ccccc2)C1 (configuration not stated) | 2.0 | -5.4 | 2.9 | 0.3 | 3.3 | -1.6 | 8.2 | -3.6 | -0.5 | -17.4
Cc1ccc(S(=O)(=O)N2CCN(c3ncnc4c3cnn4-c3ccccc3)CC2)cc1 | 4.2 | -1.3 | 4.3 | 0.1 | -0.3 | 3.7 | 4.7 | -4.2 | -0.4 | -16.4

Assay outcomes: PubChem BioAssay, The Scripps Research Institute Molecular Screening Center
